Abeta yeast res: qHTS for compounds that reverse cellular toxicity of Amyloid beta (A-beta) peptide in yeast: Primary Screen; yeast expressing A-beta42, growth rescue, OD600, 48 h; response scale: 0% DMSO, 100% iron-clioquinol control; Potency, µM (doses to about 46.1 µM), for inactives: at the highest dose growth rescue, most hits filed as activators; hit rate 0.063% among 410,000; note: potency is the fitted concentration of half-maximal effect; nearly all actives have a fitted effect of over 55% in size
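Yeast growth medium received pinned compounds, then yeast cells expressing toxic A-beta were added; plates incubated at 30 C for 48 hr. Growth read as absorbance at 600 nm, normalized to DMSO and equimolar FeCl3 plus clioquinol controls.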
GLP1R cytotox: qHTS of GLP-1 Receptor Inverse Agonists: Cytotox Screen; HEK293 cAMP-luciferase reporter cells, luminescence, 24 h; Potency, µM (top dose mostly 38.3 µM), inactives show at the highest dose activity change, negative = inhibition, most hits filed as inhibitors; hit rate 0.13% among 410,000; AID 624418, 2012;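 note: loss of luciferase light is scored as toxicity; potency is the fitted concentration of half-maximal effect; % is set by controls: 0 for no effect and ±100 for the full control effect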
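Step one: seed cells (200 cells/uL, DMEM with 10% Nu serum, 1% pen-strep). Step two: 12-hour incubation at 37 deg C. Step three: pin 23 nL compound, incubate 24 hr. Step four: add luciferase reagent, read luminescence 12 min later.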
PTHR1 agonist: qHTS for PTHR1 Agonists: Primary Screen; Parathyroid hormone/parathyroid hormone-related peptide receptor (Homo sapiens), Q03431; HEK293 GP2 PTHR1 cells, GloSensor cAMP luminescence, 1 h; Potency, µM (titrated, usually from 115 µM), inactives show at the top dose activation, most hits filed as activators; hit rate 0.075% among 410,000; AID 743266, 2014; note: potency is the fitted concentration of half-maximal effect; nearly all actives have a fitted effect of over 55% in size; some results filed as inactive show a strong effect at the top dose; inactives centre near -15; many of its hits are not listed in these tables
Target sequence (Q03431 whole entry, looked up): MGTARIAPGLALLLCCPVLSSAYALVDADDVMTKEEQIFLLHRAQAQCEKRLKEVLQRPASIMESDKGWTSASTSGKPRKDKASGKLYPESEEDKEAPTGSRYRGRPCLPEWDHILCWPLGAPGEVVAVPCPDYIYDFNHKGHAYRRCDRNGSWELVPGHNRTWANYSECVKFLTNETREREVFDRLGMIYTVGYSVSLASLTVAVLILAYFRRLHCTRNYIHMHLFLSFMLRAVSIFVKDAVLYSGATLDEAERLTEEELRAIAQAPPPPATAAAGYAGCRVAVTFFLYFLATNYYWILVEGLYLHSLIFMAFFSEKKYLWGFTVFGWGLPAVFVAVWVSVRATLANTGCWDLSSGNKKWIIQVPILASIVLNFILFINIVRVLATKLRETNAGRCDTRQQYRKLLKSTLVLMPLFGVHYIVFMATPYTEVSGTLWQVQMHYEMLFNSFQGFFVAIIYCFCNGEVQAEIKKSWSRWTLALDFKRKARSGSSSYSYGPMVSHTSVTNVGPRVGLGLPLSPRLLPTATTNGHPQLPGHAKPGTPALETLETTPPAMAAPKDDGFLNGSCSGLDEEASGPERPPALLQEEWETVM
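HEK-293-derived GP2 cells expressing PTHR1 and a GloSensor cAMP reporter, 3,000/well, plated overnight, given luciferin plus IBMX (each 0.5 mM as added) for 1 h at 37 °C, then compound for 1 h at 37 °C. Luminescence was read after 15 min at room temperature.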
aSyn rescue: qHTS of alpha-syn Inhibitors. hit rate 0.14% among 370,000. Yeast expressing alpha-synuclein, growth rescue, BacTiter-Glo, 24 h. AID 652106, 2013. Potency, µM (titrated, usually from 46.1 µM), inactives show at the highest dose growth rescue (activation), most hits filed as activators; note: potency is the fitted concentration of half-maximal effect; % of control where 0% means no effect; nearly all actives have a fitted effect of over 65% in size
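Readout is rescue of growth in alpha-synuclein-expressing yeast, so inhibitors of toxicity appear as activators. Growth after 24 hr at 30 deg C in galactose medium is quantified by luminescence.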
Mm-Cpn inhibitor: Inhibitors of TCP-1 ring complex (TRiC) of Methanococcus maripaludis (MmCpn): qHTS; Chaperonin Mm-Cpn (Methanococcus maripaludis); purified Mm-Cpn ATPase, ADP Transcreener TR-FRET; Potency, µM (doses to about 76.9 µM), for the others: at the highest dose activity, negative = inhibition, actives largely listed as inhibitors; hit rate 0.031% among 330,000; note: potency is the fitted concentration of half-maximal effect; % is set by controls: 0 for no effect and ±100 for the full control effect; nearly all actives have a fitted effect of over 80% in size
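ATPase turnover read by TR-FRET ADP competition (Eu cryptate antibody/ADP-d2, 665/590 nm): 10uM ATP final, 25nM Mm-CPN final, 30 min 37degC after 10-min compound preincubation, pH 7.4 Tris/KCl/MgCl2/DTT buffer.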
GLP-1R inv ag: qHTS of GLP-1 Receptor Inverse Agonists (Inhibition Mode); Glucagon-like peptide 1 receptor (Homo sapiens), P43220; HEK293 GLP-1R CRE-luciferase, luminescence, 24 h; GLP-1R form is constitutively active; Potency, µM (titrated, usually from 38.3 µM), for the others: at the highest dose activity change, negative = inhibition, most hits filed as inhibitors; hit rate 1.6% among 410,000; AID 624417, 2012; note: potency is the fitted concentration of half-maximal effect; % is set by controls: 0 for no effect and ±100 for the full control effect; nearly all actives have a fitted effect of over 55% in size
Target sequence (P43220 whole entry, looked up): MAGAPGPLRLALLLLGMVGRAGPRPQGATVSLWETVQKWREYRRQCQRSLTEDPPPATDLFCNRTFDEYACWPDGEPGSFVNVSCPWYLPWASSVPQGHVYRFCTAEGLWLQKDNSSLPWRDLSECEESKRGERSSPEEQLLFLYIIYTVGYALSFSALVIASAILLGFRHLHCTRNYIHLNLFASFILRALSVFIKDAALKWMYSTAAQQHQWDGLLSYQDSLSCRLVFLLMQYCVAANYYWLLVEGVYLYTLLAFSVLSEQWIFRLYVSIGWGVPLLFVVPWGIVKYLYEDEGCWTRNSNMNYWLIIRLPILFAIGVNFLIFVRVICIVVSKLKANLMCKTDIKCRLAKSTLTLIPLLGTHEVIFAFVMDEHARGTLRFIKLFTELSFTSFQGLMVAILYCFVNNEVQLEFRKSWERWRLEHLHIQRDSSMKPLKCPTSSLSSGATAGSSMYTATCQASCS
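HEK293 cells stably co-expressing constitutively active GLP-1R and a cAMP-responsive luciferase reporter were seeded in DMEM with 10% Nu serum, given compounds after 12 h, and incubated 24 h at 37 deg C. Luminescence was then read.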
Akt phos inh: HTS Assay for Inhibitors of Akt Phophorylation: Primary Screen | hit rate 0.32% among 360,000 | Neuro2A IGF-stimulated pAkt S473 HTRF, 20 min; stronger effect = lower value | activity change, % for hits at 50 µM; in the data active = activity change below about -80%; inconclusive = mostly about -51% to -80%; note: % is set by controls: 0 for no effect and ±100 for the full control effect
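Single-point screen (50 µM final compound) in Neuro2A cells stimulated 20 min with 6 nM IGF at 37 deg C. After lysis, Ser473-phosphorylated Akt read by HTRF (ex 330 nm, em 615/665 nm) as the 665/615 ratio.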
TDP43 rescue: qHTS of TDP-43 Inhibitors; TDP-43 expressing yeast growth rescue, BacTiter-Glo, 24 h; Potency, µM (highest dose often 46.1 µM), for the others: at the highest dose growth rescue (activation), actives largely listed as activators; hit rate 1.8% among 410,000; AID 652104, 2013; note: potency is the fitted concentration of half-maximal effect; % of control where 0% means no effect; nearly all actives have a fitted effect of over 50% in size
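Luminescence from BacTiter-Glo reports growth of TDP-43-expressing yeast after 24 hr at 30 deg C with compound. Cells were raffinose-pregrown to mid-log, then seeded in galactose medium at OD600=0.02.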
FUS yeast rescue: qHTS for Suppressors of FUS Proteinopathy: Primary screen using FUS-linked yeast assay. S. cerevisiae FUS-expressing, growth rescue, OD600, 24 h. Potency, µM (series often up to 76.6 µM), without a hit: at the highest dose growth rescue (activation), usual class: activators. hit rate 0.24% among 390,000. AID 1347120, 2019;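 note: potency is the fitted concentration of half-maximal effect; plate controls were DMSO vehicle for no effect and reference control for full effect; nearly all actives have a fitted effect of over 55% in size; some results filed as inactive show a strong effect at the top dose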
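Quantitative HTS measuring growth restoration of FUS-toxic yeast. Galactose-induced cells (OD 0.005) were exposed 24hr at 30C to compounds at several concentrations, then absorbance at 600 nm was recorded.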
An asterisk follows results filed as active; i = inactive; ? = inconclusive; . = not tested or not shown; & = joins results of further samples; [ ] = dose if it differs, or a comment. Unless noted, calls come from the whole dose curve; as a rule, active = well fitted curve in the direction sought with a large enough effect; inconclusive = small, poorly fitted or top-dose-only effect, or another doubt; inactive = no such curve, though single readings can be large; an effect the other way counts as inactive or inconclusive. Some of the compounds tested; count on the stated rates, not on these rows.

Every second line gives: Abeta yeast res | GLP1R cytotox | PTHR1 agonist | aSyn rescue | Mm-Cpn inhibitor | GLP-1R inv ag | Akt phos inh | TDP43 rescue | FUS yeast rescue
O=C(NCCCN1CCCC1=O)c1cccc(S(=O)(=O)N2CCN(c3ccccc3)CC2)c1
  -2% | -9% | -28% | -1% | -1% | -4% | i | 4% | 12%
CCCC(NC(=O)Cc1c(C)c2cc3c(C)c(C)oc3c(C)c2oc1=O)C(=O)N[C@@H](Cc1ccccc1)C(=O)O (some centres not stated)
  -5% | -30% | -23% | -3% | 0% | 20% | i | -6% | -8%
N#CCCN(C(=O)COC(=O)c1cc2ccccc2oc1=O)c1ccccc1
  -4% | -14% | i | -4% | 2% | 11% | i | -23% | .
O=c1[nH]c(C2CCN(S(=O)(=O)c3ccccc3F)CC2)nc2c1nnn2Cc1ccc(F)cc1
  -2% | -7% | -4% | 19% | 1% | -7% | i | 5% | 28%
Cc1cc(C)cc(N2C(=O)C3NN=C(C(=O)OCc4ccccc4)C3C2=O)c1 (configuration not stated)
  15% | 4% | -7% | 0% | 1% | 2% | i | 16% | 19%
Cc1c(CC(=O)NCC(=O)O)c(=O)oc2cc3oc4c(c3cc12)CCCC4
  -9% | -2% | -7% | -2% | -1% | 6% | i | -6% | 38%
CC(OC(=O)c1cccc(-n2cnnn2)c1)C(=O)Nc1ccc(N(C)C)cc1 (configuration not stated)
  -6% | -1% | i | -8% | 2% | 6% | i | 9% | 25%
O=C(CN1CCN(C(=O)c2ccccc2)CC1)NC(=O)NCCC1=CCCCC1
  -4% | 1% | -16% | 13% | -2% | -26% | i | 6% | .
CC1C(=O)N(Cc2cn(Cc3ccco3)nn2)CCS(=O)(=O)N1Cc1ccc(-c2ccc(F)cc2Cl)cc1 (configuration not stated)
  1% | -12% | -16% | ? | . | ? | i | ? | ?
CC1(C(=O)NS(=O)(=O)c2ccc(F)cc2F)CCN1C(=O)CC1CCCC1 (configuration not stated)
  -8% | 6% | -2% | 6% | . | -3% | . | -2% | -6%
CC(C)c1ccc(OCC(O)CN2CCN(c3ccccc3)CC2)cc1 (configuration not stated)
  11%&-6% | ? | -9% | 7%&12% | -6% | 10µM* | i | -9%&-16% | 8%&16%
Cc1cc(C)cc(N=C2SC(CC(=O)Nc3ccccc3)C(=O)N2CCN2CCOCC2)c1 (configuration not stated)
  13% | 1%[0.307 µM] | i | 2% | -1% | -8%[0.307 µM] | i | 6% | 12%
COc1ccc(CNCCC2(C(C)C)CCOC(C)(C)C2)cc1 (configuration not stated)
  9% | 17% | i | -3% | 2% | -5% | i | 3% | 0%
CN1CC(=O)N(CC(=O)NCc2ccc3c(c2)OCO3)C1=O
  6% | -5% | i | 2% | 0% | 1% | i | -18% | 15%
Cc1ccc(S(=O)(=O)NCC(=O)OC(C)C(=O)NC2CCCCC2C)cc1C (configuration not stated)
  13% | 14% | -41%[inhibitor] | -4% | -1% | 11% | i | -12% | 19%
Cc1ccc(NS(=O)(=O)c2cccc(C(=O)NC3CCN(Cc4ccccc4)CC3)c2)cc1
  1% | ? | -37%[inhibitor] | 0% | . | ? | i | 16% | .
CCS(=O)(=O)N1CCc2cc(C(=O)NCCc3ccc(OC)c(OC)c3)ccc21
  -23% | -1% | i | . | . | 7% | . | -6% | 1%
O=C1C2C3CC4C5C3C1C5C1(SCCS1)C42 (configuration not stated)
  -13% | -5% | -8% | 0% | . | 1% | i | 0% | -3%
CC(C)(C)N(Cc1ccccc1)C(=O)COc1cccnc1[N+](=O)[O-]
  14% | 3% | -8% | -3% | 2% | ? | i | 2% | 22%
O=C(Nc1cc(-c2nc3cc(Cl)ccc3o2)ccc1Cl)c1ccco1
  -1% | 2% | i | -7% | . | -3% | . | 16% | 2%
COc1ccc(N(CC(=O)Nc2cccc(C(C)=O)c2)S(C)(=O)=O)cc1OC
  -16% | -10% | i | -4% | 0% | 31%[activator] | i | -17% | 9%
CC(C)c1ccc(/C=C/C(=O)Nc2nncs2)cc1
  8% | 19% | -94% | 3% | 1% | 5% | i | 21% | .
CCCc1nc2oc3c(NCCN4CCOCC4)ncnc3c2c2c1CCCC2
  -3% | 10% | -3%[57.5 µM] | -11% | 0% | -5% | i | -2% | 22%
Cc1ccnc(NC(c2ccncc2)c2c(C)[nH]c3ccccc23)c1 (configuration not stated)
  18% | -14% | i | -2% | -1% | 1% | i | -4% | .
CCCCOc1ccc(N(CC(=O)NC(C)C)C(=O)CCC(=O)Nc2ccccn2)cc1
  -7% | ? | -4% | -1% | ? | -4% | i | -6% | 14%
O=C(/C=C/c1cccc(F)c1)Nc1cc(S(=O)(=O)N2CCOCC2)ccc1Cl
  7% | 4% | -8% | 4% | 0% | ? | i | ? | .
COc1ccc(S(=O)(=O)N2CCCCCC2)cc1C(=O)NCCc1ccc(F)cc1
  22% | -36% | i | 1% | 0% | ? | i | ? | 36%
Cc1ccc(S(=O)(=O)N2CCOCC2)cc1C(=O)N1CCN(S(=O)(=O)c2cccc(F)c2)CC1
  -9% | 0% | 4% | 2% | 1% | -3% | i | 0% | 1%
O=[N+]([O-])c1cc(C(F)(F)F)ccc1N1CCCNCC1
  12% | -1%[7.66 µM] | i | 3% | 1% | -26%[7.66 µM] | i | -5% | 2%
CSc1ccc(CN(C)Cc2nc3cc(C(F)(F)F)ccc3c(=O)[nH]2)cc1
  -5% | 3% | i | 0% | -8% | ? | i | -4%[9.22 µM] | 22%
CC(=O)c1ccccc1N(C(=O)c1ccco1)C(C(=O)NC1CCCC1)c1ccc(C)cc1 (configuration not stated)
  1% | 0% | i | 0% | 2% | 11% | i | -18% | -9%
O=C(Nc1ccc(F)cc1F)N1CCCN(c2ccc([N+](=O)[O-])cn2)CC1
  13% | -28% | -35% | 6% | -1% | -21% | i | 0% | -3%
COc1ccc(NC(=O)Cn2ccc3c(OC)cccc3c2=O)cc1
  1% | ? | i | 0% | -6% | 8% | i | -13% | -15%
COc1ccc(CCNC(=O)c2ccc3c(c2)N(Cc2ccc(Cl)cc2)C(=O)c2ccccc2S3)cc1OC
  9% | -1% | i | . | . | -13% | . | 14% | 20%
O=C(NC1CCCC1)c1ccc2c(c1)N(Cc1ccc(C(F)(F)F)cc1)C(=O)c1ccccc1S2
  -5% | 5% | i | . | . | -5% | . | -2% | ?
CC1CC1C(=O)OCC(=O)NC(=O)NC12CC3CC(CC(C3)C1)C2 (configuration not stated)
  8.9µM* | 17% | -16% | 8% | 1% | ? | i | -1% | 28%
CCc1ccc(/C=C2/C(=O)NC(=O)N2C(C)=O)cc1
  -69%[inhibitor] | 3% | i | -38%[inhibitor] | 0% | 9% | i | ? | 8%
COc1ccccc1NC(=O)CCSCCC(=O)Nc1ccccc1OC
  1% | 0% | -21% | 2% | -8% | 9% | i | 24% | .
O=C(NC1CCCCC1)C1CCN(C(=O)c2ccc(Cl)cc2)CC1
  5% | -8% | -6% | -4% | -15% | -14% | i | -10% | 6%
CCC1SC(=NC(=O)c2ccc(Cl)c(Cl)c2)NC1=O (configuration not stated)
  -31%[inhibitor] | 2% | -25% | -25% | 1% | 38%[activator] | i | ? | 11%
CN1CCN(CC(O)COC(c2ccccc2)c2ccccc2)CC1 (configuration not stated)
  10% | 0% | i | 0% | 5% | -23% | i | 17% | 17%
C#Cc1ccc([C@@H]2C=C(C(=O)O)O[C@H](OCC)[C@H]2CCCO)cc1
  3% | 0% | -16% | 1% | . | 6% | i | 12% | 8%
C[C@H]1CN([C@@H](C)CO)C(=O)Cc2cc(NS(C)(=O)=O)ccc2O[C@@H]1CN(C)Cc1ccc(Cl)c(Cl)c1
  7% | -9% | i | 0% | -1% | ? | i | 4% | -7%
CCN1CCN(S(=O)(=O)c2cc3c(cc2Cl)NC(=O)CO3)CC1
  -2% | -5% | i | -7% | 0% | -5% | i | 5% | -22%
CSc1oc(-c2ccco2)nc1S(=O)(=O)c1ccc(C)cc1
  14% | 0% | -14% | 2% | -7% | 7% | i | -8% | 0%
CC(C)Cn1c(-c2ccccc2)nc2ccccc2c1=O
  -10% | -6% | -2% | 17% | 0% | 2.8µM* | i | 20% | 11%
Cc1noc(C)c1CSCC(=O)N(C)CC(=O)Nc1ccccc1Br
  4% | 4% | -4% | 1% | 0% | 13% | i | 11% | 18%
CC(=O)N1CCN(c2ccccc2NC(=O)c2ccc(-c3cccc([N+](=O)[O-])c3)o2)CC1
  -9% | -6% | i | -7% | 2% | 36% | i | -1% | -1%
CC(=O)Oc1ccc2occ(C(=O)c3ccccc3)c2c1
  -22% | -4% | i | -7% | . | ? | i | 24% | 8%
O=C1c2ccccc2C(Nc2ccccc2)N1c1cccnc1 (configuration not stated)
  3% | -18% | -32%[inhibitor] | 9% | 1% | 1% | i | 5% | -29%
